# MT stabilizer = stabilizes microtubules in HeLa cells; actives 0.83% (n = 200,000); AID 2205; % tubulin-high responders, % at 10 µM; HeLa tubulin immunostaining HCS, 24 h; share of cells brighter than vehicle mean+2SD;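 active = plate Z-score above 3 for both tubulin-high and condensed-nucleus cell shares, with cell loss under 80%, at 10 µM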;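 also: anti alpha tubulin signal scored within the nucleus-defined area of each cell; some results filed as inactive read as strong as hits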
# Dynein transport = dynein cargo transport inhibition | 3617.4 mouse cells, GR-EGFP nuclear translocation imaging; test concentration mostly 20 µM; stimulated with dexamethasone, 1 µM; active compounds read low | z-score, hits read low | actives 0.47% (n = 220,000);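 active = plate z-score of nuclear minus cytoplasmic receptor signal below a set negative limit, without overly bright fluorescence or cell loss, cut at about -3.5 in these data, passing the limit was not always enough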;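 also: z-score of nuclear minus cytoplasmic ring GR-EGFP intensity difference per well; some compounds called inactive have numbers as strong as hits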
#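 Medium: Induction medium lacking tetracycline, stripped serum | Probe or stimulus: 1.0 µM final dexamethasone stimulus | Schedule: 48 h induction, then 1 h compound, then 30 min agonist, 37 °C | Signal: Automated 10x imaging of fixed Hoechst-stained cells | Evaluation: Per-cell GR-EGFP intensity, nucleus versus surrounding cytoplasmic ring, well-averaged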
# WT yeast gro inh = growth inhibition of WT yeast, mitochondrial fusion screen. mitochondrial fusion phenotypic screen, WT strain. inhibition, % at 10 µM. actives 2.1% (n = 190,000). AID 1362; in the data active = inhibition above about 58%; tested in S. cerevisiae
# Autophagy mod = autophagy modulation, high-content screen | MEF GFP-LC3 puncta imaging; test concentration mostly 10 µM | calls only at 10 µM (by protocol) | actives 0.98% (n = 190,000) | AID 463193;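 active = percentage of spot-positive cells more than 3 SD above its plate mean, without a fluorescence outlier flag or 80% toxicity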;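 also: spot-positive cell cutoff set from DMSO-treated cells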
# Yfh1-depleted yeast = mitochondrial function rescue without frataxin homolog – Friedreich's ataxia, plus single-dose screen, dose response (AID 1465) | S. cerevisiae Yfh1-off respiration, WST-1 reduction, 72 h; higher fold induction means a stronger effect | fold induction at 50 µM, or EC50 in µM where a hit was titrated | actives 0.074% (n = 220,000);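 active = fold induction of absorbance versus untreated yeast above a set limit, then at least 30% activation at any dose in follow-up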;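 also: activators that raise dye reduction in frataxin-depleted yeast; strong numbers were not always called active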
# PMI inhibitors = MPI enzyme activity inhibition – biochemical, fluorescence intensity, coupled assay, primary screen (AID 1209); purified PMI enzyme, coupled fluorescence intensity; higher % means a stronger effect; actives 0.42% (n = 190,000); one-dose inhibition, % at 20 µM; IC50 in µM for titrated hits;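 also: plate controls were DMSO vehicle for no effect and wells lacking substrate for full effect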
# b-catenin transl = alters nuclear translocation of beta-catenin in HeLa cells; immunofluorescence imaging; nuclear translocation activity, % at 5 µM; actives 0.3% (n = 190,000); AID 1665;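 active = nuclear translocation activity above 50% at 5 µM, with a well cell count of 50 or more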;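 also: per-cell ratio of nuclear to cytoplasmic median beta-catenin stain intensity; plate controls were DMSO negative control for no effect and GSK-3 inhibitor IX positive control for full effect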
#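 Test system: HeLa cells, endogenous beta-catenin; Compound: single 5 µM dose plus 0.02–20 µM confirmation series; Times: compound exposure 24 h at 37°C; Signal: fluorescence imaging of beta-catenin antibody stain plus DAPI; Read-out: % activation, nuclear-to-cytoplasmic median beta-catenin signal ratio per cell.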
# PMI inhibition = MPI inhibition at elevated mannose 6-phosphate – biochemical, fluorescence intensity, high mannose 6-phosphate, primary screen (AID 1220). recombinant PMI enzyme, coupled fluorescence intensity; higher % means a stronger effect. inhibition, % at 20 µM, or IC50 in µM where a hit was titrated. actives 0.66% (n = 190,000)
# Ins promoter up = MIN6 insulin promoter up-regulation; AID 1625; z-score at 5 µM; actives 0.3% (n = 190,000); MIN6 insulin promoter-GFP reporter, high-content imaging; active compounds read high;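 active = z-score above 3 at 5 µM with at least 500 cells counted in the well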
# WT yeast gro inh mutant strain = also measured in WT yeast gro inh; calls as there; inhibition, %; mitochondrial fusion phenotypic screen, mutant strain inhibition
# Dynein transport cytoplasmic EGFP = further read-out of Dynein transport, marked with its call; z-score; measured here: cytoplasmic GR-EGFP intensity; active compounds read high
# Dynein transport nuclear GR-EGFP = also measured in Dynein transport; calls as there; z-score; measured here: nuclear GR-EGFP intensity;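 lower value marks the stronger effect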
# Dynein transport cell count = further read-out of Dynein transport, marked with its call; z-score; measured here: cell count per field
# Ins promoter up cell count = second read-out of Ins promoter up, no call of its own (marks repeat the call); cell count; measured here: cytotoxicity, nuclei count;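 total cells summed across four imaged fields per well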
# b-catenin transl cell count 5 µM = further read-out of b-catenin transl, marked with its call; cell count; measured here: cell count, cytotoxicity flag
# MT stabilizer Hoechst-high % = also measured in MT stabilizer; calls as there; % Hoechst-high responders; measured here: nuclear condensation Hoechst responders;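 share of cells brighter than vehicle mean plus two SD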
# MT stabilizer cytotoxicity % = further read-out of MT stabilizer, marked with its call; toxicity, %; measured here: cytotoxicity by cell density;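 0% = mean cell density of plate MIN control wells and 100% = no cells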
# Autophagy mod cell loss 18 h = also measured in Autophagy mod; calls as there; toxicity, %; measured here: cell loss, nuclei count;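 cell loss after 18 h compound exposure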
# * marks the source's active call; other numbers are inactive results; i = inactive; . = no result given; + = active, no number. Rule as the data show it, unless noted: active = inhibition above about 50%; inactive = the rest. Compounds as they come; 5% or so of the library scored in one or more.
SMILES	Autophagy mod	Ins promoter up cell count	MT stabilizer Hoechst-high %	Dynein transport	Dynein transport nuclear GR-EGFP	Autophagy mod cell loss 18 h	Yfh1-depleted yeast	PMI inhibitors	b-catenin transl cell count 5 µM	Ins promoter up	Dynein transport cell count	WT yeast gro inh mutant strain	WT yeast gro inh	PMI inhibition	Dynein transport cytoplasmic EGFP	MT stabilizer cytotoxicity %	MT stabilizer	b-catenin transl
CCOC(=O)C1(Cc2ccccc2)CCCN(Cc2ccc(OCC)c(CO)c2)C1 (stereo unspecified)	i	.	2.0	0.13	0.16	-5	i	7%	921	.	-1.2	9	11	8%	-0.11	5.8	2.2	-1.6
CN1N=C(C(=O)N2CCc3c([nH]c4ccccc34)C2c2ccccc2Cl)CCC1=O (stereo unspecified)	i	1330	2.6	-0.22	-0.31	17	i	10%	1031	-1.6	0.74	16	9	4%	-0.28	4.8	6.0	-2.9
COCCCNCCCCOc1ccc(OCc2ccccc2)cc1	i	1408	1.0	1.7	0.053	-2	i	-2%	1435	-0.58	-0.29	28	31	-6%	-0.091	11	4.6	1.6
COc1cc(NC(=O)c2ccc(Cl)cc2)c(OC)cc1Cl	i	972	1.8	1.5	0.97	0	i	-2%	.	-0.87	-0.92	1	9	-6%	-0.25	0.0	3.3	.
Cc1c(NC(=S)N/N=C/c2ccc(O)cc2)c(=O)n(-c2ccccc2)n1C	i	1463	1.5	0.37	0.52	-15	i	1%	1361	-0.05	0.077	30	8	-2%	-0.18	5.6	2.1	-0.9
c1ccc(CSc2nnnn2-c2cccc3ccccc23)nc1	i	1245	2.1	1.8	1.5	66	i	7%	944	0.78	-1.9	0	-11	10%	0.36	8.5	8.4	2.2
CCOc1cc(C)cc2oc(=O)cc(-c3ccccc3)c12	i	857	1.4	0.71	0.51	-12	i	13%	1159	-1.4	-1.2	36	35	6%	0.23	9.2	1.6	-0.1
CC(C)CC1CC(=O)OC1(C)C(=O)CSc1nc2ccccc2s1 (stereo unspecified)	i	1518	2.5	0.18	0.47	-4	i	0%	1393	0.59	-0.94	-4	-14	-6%	-0.035	3.6	3.5	-1.2
COc1ccc(CCNC(=O)C(=O)N2CCCCC2)cc1OC	i	1298	1.4	-1	-0.45	1	i	-6%	542	-0.31	-0.18	6	-2	-6%	0.1	3.4	4.4	-4.2
CC(C)CC(NC(=O)c1ccc(Cl)cc1)C(=O)O (stereo unspecified)	i	.	1.2	-0.16	0.31	-4	i	-6%	.	.	-0.61	2	0	-4%	-0.16	1.0	1.0	.
COC(=O)c1ccccc1NS(=O)(=O)c1ccc2[nH]c(=O)[nH]c2c1	i	1399	5.4	0.24	0.44	-3	i	-4%	567	-0.5	-0.51	10	-2	-4%	-0.21	0.1	4.9	0.8
O=C(Cn1cc(C(F)(F)F)ccc1=O)Nc1ccccc1	.	1448	.	-0.57	-0.51	.	i	.	1312	0.48	0.19	.	.	.	-0.27	.	.	-0.7
c1ccc2sc(N3CCN(Cc4nnnn4CC4CCCO4)CC3)nc2c1 (stereo unspecified)	i	1171	1.9	-0.49	-0.043	13	i	-8%	836	0.29	1.7	15	6	-8%	-0.24	6.4	3.1	-2.8
CCOc1ccccc1NC(=O)/C(C#N)=C/c1c(C)nn(-c2ccc(F)cc2)c1Cl	i	1306	2.4	-0.027	-0.35	1	i	-12%	.	0.26	0.18	16	10	-12%	-0.28	3.4	1.9	.
O=C(NC(=S)Nc1cccc(F)c1)c1cccc([N+](=O)[O-])c1	.	956	.	-0.65	-0.17	.	i	.	1353	0.05	-0.34	.	.	.	-0.76	.	.	0.3
CCN(CC)C(=O)COc1ccc2c(c1)C(=O)CC(C)(C)O2	i	1229	1.4	-1.4	-0.09	1	i	1%	1119	0.34	1.6	13	10	4%	-0.29	9.7	1.5	-4.1
CC(=O)c1cccc(NC(=O)C(C)N2CCc3ccccc3C2)c1 (stereo unspecified)	.	1025	.	0.8	0.092	.	i	.	1330	0.23	-1.1	.	.	.	-0.74	.	.	0.2
COc1ccc(C2=NOC(C(=O)NCCCn3ccnc3)C2)cc1 (stereo unspecified)	i	791	1.3	-0.047	-0.17	3	i	0%	.	0.73	0.24	-1	-8	4%	-0.13	19	1.1	.
NC(=O)C1(N2CCCCC2)CCN(C(=O)NC23CC4CC(CC(C4)C2)C3)CC1	i	735	1.2	-0.83	-0.51	0	i	11%	1090	0.19	0.42	5	4	5%	-0.064	7.7	1.5	-0.1
c1ccc2c(c1)nc1n2CCS1	i	925	3.3	0.66	0.35	-5	i	4%	1218	1	-0.44	-12	-7	2%	-0.22	7.9	5.6	-8.0
O=C1C(=O)N(CCN2CCOCC2)C(c2ccccn2)/C1=C(/O)c1ccccc1 (stereo unspecified)	i	1244	3.1	-1.1	-0.69	-42	i	1%	1124	1.7	1.8	-35	-8	-6%	-0.22	8.9	5.1	-4.5
Cc1ccccc1CSc1nnc(-c2ccccn2)n1N	i	1398	1.6	3.9	3.4	17	i	6%	1050	0.1	-3.4	-9	-8	6%	0.16	8.9	4.5	0.8
CC(C)CC(=O)NCCCN1CCN(CCCNC(=O)CC(C)C)CC1	i	.	2.3	-0.16	0.17	6	i	6%	451	.	-0.11	-4	-17	2%	-0.2	7.3	2.1	0.2
C[C@H](CO)NC(=O)[C@H](C)[C@@H]1C[C@@]1(C)[C@@H](NC(=O)OCc1ccccc1)c1ccccc1	i	956	1.8	0.45	0.59	-16	i	-3%	.	-0.46	0.36	-14	-1	-3%	0.3	3.4	1.6	.
CN(CC(O)Cn1cnc2c1c(=O)n(C)c(=O)n2C)c1ccccc1 (stereo unspecified)	+	1393	0.8	-0.41	-0.041	21*	i	4%	1080	0.08	1	-10	-13	5%	-0.29	0.0	1.9	-0.1
CCc1ccc2oc(-c3ccc(OC)cc3)cc(=Nc3c(C)n(C)n(-c4ccccc4)c3=O)c2c1	i	1039	3.2	-1.3	-0.8	8	i	-29%	.	-1.3	1.5	-4	4	-43%	-0.21	13	4.9	.
Fc1ccc(Cn2ccc(-c3cnc(-c4ccccc4)s3)n2)cc1	i	941	1.8	1.3	0.44	1	i	6%	.	-0.86	-1.7	-6	21	11%	0.71	6.2	1.3	.
O=C(COC(=O)CNC(=O)c1ccco1)Nc1ccc(F)cc1	i	1316	2.6	-0.31	-0.097	9	i	-15%	1133	-0.26	0.63	-17	-4	-10%	-0.21	7.7	2.9	-2.3
Cc1cc(NC(=O)c2cccc(S(=O)(=O)N3CCOCC3)c2)c2ccccc2n1	i	.	2.3	-0.62	-0.042	5	i	1%	.	.	1.1	-4	-2	-4%	-0.21	7.3	3.4	.
COc1ccc(OC)c(NS(=O)(=O)c2ccc(NC(=O)C3COc4ccccc4O3)cc2)c1 (stereo unspecified)	i	712	1.0	-0.49	-0.29	-7	i	18%	1174	-0.68	0.29	-7	-11	16%	-0.074	9.6	1.8	-1.5

# The results go on:
SMILES	Autophagy mod	Ins promoter up cell count	MT stabilizer Hoechst-high %	Dynein transport	Dynein transport nuclear GR-EGFP	Autophagy mod cell loss 18 h	Yfh1-depleted yeast	PMI inhibitors	b-catenin transl cell count 5 µM	Ins promoter up	Dynein transport cell count	WT yeast gro inh mutant strain	WT yeast gro inh	PMI inhibition	Dynein transport cytoplasmic EGFP	MT stabilizer cytotoxicity %	MT stabilizer	b-catenin transl
CC(=O)NC1(c2ccc(F)cc2)CCN(C(=O)c2c(F)cccc2F)CC1	i	1236	2.0	-0.57	-0.24	10	i	-2%	1061	-0.7	1.1	3	0	-3%	-0.24	5.1	2.6	-1.8
Cc1cccn2cc(CNC(=O)C3CCCCC3)nc12	i	1167	1.8	-0.21	0.27	-5	i	6%	1211	-0.15	1.7	-10	-13	5%	-0.18	19	2.0	-2.4
COc1cc2[nH]c(=S)n(Cc3ccc(C)o3)c(=O)c2cc1OC	i	1542	1.4	0.23	-0.13	2	i	3%	1408	0.52	0.44	13	5	9%	-0.22	0.0	1.8	3.2
CCC(C)(C)NC(=O)c1cc(C(=O)OC)cc([N+](=O)[O-])c1	i	.	1.1	4	2.8	27	i	-6%	1136	.	-2.4	5	-11	-7%	0.28	8.4	1.7	-4.4
COC(=O)c1cn(Cc2ccccn2)c(=O)c2ccccc12	i	1233	3.5	-0.39	0.02	38	i	-1%	1081	-0.28	0.78	14	-12	-4%	-0.35	9.8	4.0	-0.6
CN(c1ccccc1C(=O)Nc1cccnc1)S(C)(=O)=O	i	1816	3.3	-0.58	0.085	-4	i	13%	1080	0.87	0.35	16	12	15%	-0.13	22	2.8	-2.4
CC(C)(C)N(C=C(Cl)Cl)C(=O)NC1CCCCC1	i	1462	1.3	-0.036	-0.036	-12	i	-3%	970	0.16	0.43	10	15	-6%	-0.22	12	2.2	-5.5
COc1ccc(NC(=O)Nc2cnccn2)cc1	.	1121	.	0.68	0.21	.	i	.	1244	0.16	-0.48	.	.	.	-0.2	.	.	1.9
CCc1cccc(NC(=O)C(NC(=O)C2CCCCC2)C(C)C)c1 (stereo unspecified)	i	1243	2.1	-2.6e-05	0.15	3	i	-6%	.	-0.05	1	28	-3	-1%	-0.39	7.4	4.0	.

# 2 entries drawn at random from the list so far:
SMILES	Autophagy mod	Ins promoter up cell count	MT stabilizer Hoechst-high %	Dynein transport	Dynein transport nuclear GR-EGFP	Autophagy mod cell loss 18 h	Yfh1-depleted yeast	PMI inhibitors	b-catenin transl cell count 5 µM	Ins promoter up	Dynein transport cell count	WT yeast gro inh mutant strain	WT yeast gro inh	PMI inhibition	Dynein transport cytoplasmic EGFP	MT stabilizer cytotoxicity %	MT stabilizer	b-catenin transl
Cc1cccn2cc(CNC(=O)C3CCCCC3)nc12	i	1167	1.8	-0.21	0.27	-5	i	6%	1211	-0.15	1.7	-10	-13	5%	-0.18	19	2.0	-2.4
COc1ccc(NC(=O)Nc2cnccn2)cc1	.	1121	.	0.68	0.21	.	i	.	1244	0.16	-0.48	.	.	.	-0.2	.	.	1.9

# Compound activity as filed in PubChem BioAssay.
